Screening data deposited in PubChem BioAssay by several laboratories.
RmlCD inh 1536: inhibitors of Mycobacterium tuberculosis RmlC and RmlD coupled enzymes; RmlC+RmlD coupled enzyme assay, percent inhibition; primary screen in compound mixtures; P9WH09+P9WH11; 160,000 compounds, 0.03% hits; inhibition, % at 3.6 µM; in the data active = inhibition mostly above about 34%, no sharp cut-off; note: some results filed as inactive read as strong as hits
Target sequence (P9WH09 whole entry, looked up): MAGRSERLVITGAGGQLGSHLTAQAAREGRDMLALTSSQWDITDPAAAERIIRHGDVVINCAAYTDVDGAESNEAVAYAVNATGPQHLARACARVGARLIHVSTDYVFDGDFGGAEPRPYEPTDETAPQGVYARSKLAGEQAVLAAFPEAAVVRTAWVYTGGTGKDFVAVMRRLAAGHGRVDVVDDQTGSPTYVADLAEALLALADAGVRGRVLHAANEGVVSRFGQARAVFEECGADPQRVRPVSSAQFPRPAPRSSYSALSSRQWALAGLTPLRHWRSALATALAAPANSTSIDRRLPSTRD
Target sequence (P9WH11 whole entry, looked up): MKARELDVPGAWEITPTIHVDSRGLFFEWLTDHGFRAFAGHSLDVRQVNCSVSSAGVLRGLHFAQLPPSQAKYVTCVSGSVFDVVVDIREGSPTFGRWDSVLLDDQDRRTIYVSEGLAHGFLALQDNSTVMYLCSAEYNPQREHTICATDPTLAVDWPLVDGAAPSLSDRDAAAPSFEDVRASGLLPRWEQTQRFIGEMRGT
M. tuberculosis GlmU: inhibition of mycobacterial GlmU enzyme – biochemical, glucosamine-1-phosphate acetyltransferase (AID 1376). M. tuberculosis GlmU acetyltransferase enzyme assay; higher % means a stronger effect. inhibition, %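 (tested at 30 µM in the primary screen)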, or IC50 in µM where a hit was titrated. 220,000 compounds, 0.25% hits; in the data active = inhibition above about 13%;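 note: 0% = complete reaction with vehicle and 100% = reaction without substrate; strong numbers were not always called active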
* marks the source's active call; other numbers are inactive results; x = not tested or not shown. An excerpt; count on the stated rates, not on these rows.

SMILES	RmlCD inh 1536	M. tuberculosis GlmU
CCS(=O)(=O)N1CCN(C(=O)c2cccs2)CC1	5	-4.0%
CC1CCCN(C(=O)c2cccc(S(=O)(=O)Nc3cc(C(F)(F)F)ccc3Cl)c2)C1 (stereo unspecified)	-15	-0.8%
CCOc1ccccc1NC(=S)N(Cc1cc2ccc(C)cc2[nH]c1=O)CC1CCCN1CC (stereo unspecified)	-2	-8.7%
COc1ccc2nc(NC(=O)C(NS(=O)(=O)c3cccs3)C(C)C)sc2c1 (stereo unspecified)	-7	1.4%
Cc1cc2cc(CNS(=O)(=O)c3ccc4ccccc4c3)ccc2n1C	-4	1.6%
Cc1cccc(OCC(=O)N/N=C/c2ccccc2C(=O)O)c1	-4	-4.5%
CSc1nnc(-c2cc3ccccc3cc2O)n1C	2	-1.0%
CN1CCN(c2cc(N3CCNCC3)ccc2[N+](=O)[O-])CC1	5	-0.4%
CC(C)CCN1CCN(Cc2cnc(-c3ccccc3)s2)CC1CCO (stereo unspecified)	-7	-0.1%
CCOC(=O)COc1ccc(S(=O)(=O)Nc2cccc(SC)c2)cc1	x	5.3%
CCOC(=O)c1c(C(F)(F)F)cc(-c2ccc(F)cc2)nc1C	-11	1.8%
Cc1ccc2cc3cc(C(=O)NCCN4CCOCC4)oc3nc2c1	x	1.9%
CCCN1C/C(=C/c2cccc([N+](=O)[O-])c2)C(=O)/C(=C/c2cccc([N+](=O)[O-])c2)C1	x	-4.4%
O=C(/C=C/c1cn(-c2ccccc2)nc1-c1ccccc1)Nc1ccc(C(=O)O)cc1	-3	2.8%
O=C(Nc1ccc(Cl)cc1)c1cc(S(=O)(=O)N2CCOCC2)cs1	-10	6.6%
Cc1ccc(S(=O)(=O)c2cc(OC(=O)c3ccco3)ccc2OC(=O)c2ccco2)cc1	x	0.8%
CC1Cc2ccccc2N1C(=S)NC(=O)C1(C)CC1(Cl)Cl (stereo unspecified)	-6	1.9%
C/C(=N\NC(=O)c1ccc(F)cc1)c1cccc(NC(=O)c2ccco2)c1	-5	1.1%
O=C(COc1ccccc1)N1CCCC1	26	7.3%
CCCCNC(=O)NC1C(NC(=O)NCCCC)N(C)C(=O)N1C (stereo unspecified)	23	8.2%
COc1ccccc1N(/N=C1\Sc2ccccc2C1=O)C(C)=O	x	-0.5%
CC1CCCC(C)N1C(=O)CSc1nnc(COc2ccccc2)n1-c1ccccc1 (stereo unspecified)	-9	6.3%
O=C1CC(c2nc3ccccc3[nH]2)CN1c1ccccc1F (stereo unspecified)	1	-1.4%
COc1ccc(/C=N/NC(=O)CNS(=O)(=O)c2ccc(C)cc2)cc1	-14	8.3%
CCNC(=O)c1ccccc1-c1nc(-c2ccccc2)no1	12	-1.2%
C/C(=N\NC(=O)CSCc1ccccc1Br)c1cccc([N+](=O)[O-])c1	6	2.1%
COc1ccc(Nc2ncccc2C(=O)O)cc1	-1	6.7%
CCOC(=O)c1c(-c2ccc(OC)cc2)csc1NC(=O)C1CCCO1 (stereo unspecified)	2	-1.5%
COc1ccc(NC(=S)N2CCN(c3ncccn3)CC2)c(OC)c1	x	0.4%
COCc1cc(=O)[nH]c(/N=C(\N)Nc2cccc(C)c2)n1	-1	1.3%
COc1ccc(S(=O)(=O)CCC(=O)N(C)c2ccc(OC)cc2OC)cc1	3	-2.2%
O=C(c1ccco1)N1C2C=CC(C2)C1(C(F)(F)F)C(F)(F)F (stereo unspecified)	-8	x
CCC(=O)NC(Nc1ccccn1)(C(=O)OC)C(F)(F)F (stereo unspecified)	x	-2.6%
Cc1[nH]c2ccccc2c1C(=O)CSC(=S)N1CCCCC1	x	1.1%
Cc1ccccc1NC(=O)CN(c1ccc(F)cc1)S(C)(=O)=O	4	1.4%
Cc1ccc(-c2sc(C(=O)NN)c(C)c2C#N)cc1	11	0.9%
C=C(C)C1Cc2c(C)nn(-c3nc(C)cc(C)n3)c2C1 (stereo unspecified)	-7	3.4%
C/C(=N\NC(=O)C(C)Sc1ccccc1)C(C)(C)C (stereo unspecified)	x	0.6%
CN1CC[n+]2c(CN3C(=O)c4ccccc4C3=O)csc21	x	-0.4%
Cc1ccc(C(=O)Nc2ccccc2C(=O)NC2CCCCC2)cc1S(=O)(=O)N1CCOCC1	x	-2.6%
CCCN1C(=O)SC(CC(=O)Nc2ccc(C)cc2)C1=O (stereo unspecified)	-11	0.2%
Cn1cccc1CC(=O)NNC(=S)Nc1ccccc1Cl	8	-4.4%
O=C(Nc1c2c(nn1-c1ccc(F)cc1)CS(=O)C2)C12CC3CC(CC(C3)C1)C2 (stereo unspecified)	-12	4.8%
Cc1ccc(NC(=O)c2cc(-c3ccc(F)cc3)on2)cc1C	-12	5.7%
CCOc1ccc(Cn2nnc(C(=O)Nc3cc(OC)cc(OC)c3)c2N)cc1	10	-0.8%
CC(C)c1ccc(CN2CC(C(=O)Nc3ccccc3)CC2=O)cc1 (stereo unspecified)	-6	5.5%
CCN(CC)c1ccc(NC(=O)CSc2nnc(N)s2)cc1C	x	-3.0%
O=C1Nc2ccc(Br)cc2/C1=C/C1CC=CCC1 (stereo unspecified)	-8	-2.4%
Cn1nc(-c2ccc(N3CCOCC3)c(NS(=O)(=O)c3ccc(Cl)cc3)c2)c2ccccc2c1=O	x	0.0%
Cc1ccc(S(=O)(=O)N(C)CCCC(=O)NC(C)(C)C)cc1	9	-1.2%
Next results
SMILES	RmlCD inh 1536	M. tuberculosis GlmU
COc1cccc(-c2nc(-c3ccccn3)no2)c1OC	5	-0.3%
COc1ccc(CNC(=O)CN(C(=O)CCC(=O)Nc2ccccn2)c2ccccc2OC)cc1	-4	2.0%
CC(=O)Nc1nc(C)c(-c2csc(Nc3cccc([N+](=O)[O-])c3)n2)s1	x	2.0%
Cn1c(=O)c2c(nc(SCCN3CCOCC3)n2Cc2ccc(F)cc2)n(C)c1=O	8	-0.8%
O=C(CCc1nc(-c2ccccc2F)no1)NC1CCCCC1	-2	0.0%
CCOC(=O)Cc1csc(N/N=C/c2ccc(Cl)cc2)n1	-2	-4.7%
CN(C)c1ccc(-c2cccc(C3CC=CC4C3C(=O)N(Cc3ccccc3)C4c3ccc4ccccc4c3)c2)cc1 (stereo unspecified)	x	2.7%
CCOC(=O)C1=C(Nc2ccccc2)CC(C)(O)C(C(=O)OCC)C1c1ccc(Cl)cc1 (stereo unspecified)	2	-4.0%
COc1ccc(N2CCN(CCCNC(=O)c3cc4sccc4n3C)CC2)cc1	90	-6.0%
Cc1nc(N)c(C#N)c(-c2cccnc2)c1C	11	-1.3%
CC(C)CCNC(=O)C1CC(c2ccccc2C(F)(F)F)=NO1 (stereo unspecified)	x	-1.2%
COc1cc(OC)cc(C(=O)Nc2nc3ccc(S(C)(=O)=O)cc3s2)c1	3	5.5%
Cc1ccc(Nc2nc(N)c([N+](=O)[O-])c(N3CCCC(C)C3)n2)cc1C (stereo unspecified)	5	1.6%
COc1ccc(-c2nc(N)n(C(=O)c3ccccc3)n2)cc1	x	-2.9%
C#CCOCCOCCOCCNc1nc(N2CCN(C(=O)[C@H](CCC(=O)O)n3cc(C(N)Cc4ccc(O)cc4)nn3)CC2)nc(N2CCN(C(=O)[C@H](Cc3ccc(O)cc3)n3cc(C(N)CC(C)C)nn3)CC2)n1 (stereo partly specified)	x	-9.1%
CC(C)(C)n1nc(Cc2cccc3ccccc23)c2c(N)ncnc21	x	-3.6%
S=c1[nH]nc(-c2cc(-c3ccccc3)n[nH]2)n1/N=C/c1cccs1	12	-1.0%
Cc1nn2c(N3CCN(CCO)CC3)c3c(nc2c1-c1ccccc1)CCCC3	-7	-3.9%
C/C(CCN1CCc2nc(-c3ccccc3)c(-c3ccccc3)cc2C1)=N\OC[C@@H](C)[C@H](OCc1ccccc1)C(C)C	x	-2.5%
CC(=NCC1CCCO1)c1c(O)n(-c2ccc(Cl)cc2)c(=O)[nH]c1=O (stereo unspecified)	-36	2.8%
CCOC(=O)Nc1ccc(S(=O)(=O)N(C)C(C)C)cc1	x	-4.3%
COc1cc(-c2[nH]ncc2CN2CCSCC2)cc(OC)c1OC	x	4.9%
CC(C)OC(=O)N(C)c1ccc(C(O)(C(F)(F)F)C(F)(F)F)cc1	x	11%
Cc1cccc(NC(=O)C2CCN(S(=O)(=O)c3c(C)[nH]c(=O)[nH]c3=O)CC2)c1	x	-0.1%
CN1C2C=C(N(CCc3c[nH]c4ccccc34)C(=O)c3ccc(Cl)cc3)CC1CC2 (stereo unspecified)	x	-3.2%
CCOC(=O)NCc1ccc(Cl)c(Cl)c1	-9	1.2%
CN(C)S(=O)(=O)c1ccc(C(=O)OCc2nnc(-c3ccccc3)o2)cc1	10	2.8%
CC(=O)c1ccc(OC(=O)c2ccc(Br)o2)cc1	2	-4.5%
COc1cccc(OC)c1C(=O)NNC(=O)c1cccc(COc2ccc3c(c2)CCC3)c1	13	x
Cc1cccc(N2C(=O)c3cccc(Oc4ccc(Cl)cc4)c3C2=O)c1	x	1.0%
CC1=C(C)CC(C(=O)Nc2ccc(C(N)=O)cc2)C(C(=O)O)C1 (stereo unspecified)	x	1.9%
CCCCN(C(=O)NC(=O)Nc1ccccc1OCC)S(C)(=O)=O	4	3.0%
NNC(=O)c1[nH]c2ccc(Br)cc2c1-c1ccccc1	11	1.4%
CCC(Oc1ccccc1)C(=O)Nc1nc2ccccc2[nH]1 (stereo unspecified)	-10	1.6%
O=C(CSc1nc2ccccc2c(=O)[nH]1)Nc1ccc(C(=O)O)cc1	-11	-5.5%
COc1ccc(NC(=O)CSc2nnc(CNC(=O)c3ccco3)o2)c(OC)c1	-8	5.4%
CCc1ccccc1Cn1c(=O)oc2cccnc21	x	5.1%
O=C1CC(c2ccco2)CC(O)=C1C=NCCN1CCN(C2CC(=O)N(c3ccccc3)C2=O)CC1 (stereo unspecified)	2	-1.7%
C=CCn1c(SCC(=O)Nc2cccnc2Cl)nnc1-c1ccc(C(C)(C)C)cc1	-7	-2.8%
CN1CCN(S(=O)(=O)c2ccc(Br)s2)CC1	x	1.8%
CCOC(=O)c1c(C)c(C(=O)NCC2CCCO2)c(C)n1CC (stereo unspecified)	-8	0.7%
COC(=O)CSc1nnc(-c2ccc(S(=O)(=O)N3CCCCC3)cc2)o1	x	-5.2%
Cc1cccc(N(C(=O)Cc2cccs2)C(C(=O)NCc2ccco2)c2ccncc2)c1 (stereo unspecified)	6	-2.0%
Cc1cccc(Oc2ncnc3onc(C)c23)c1	10	-3.2%
Cc1ccc(S(=O)(=O)NNC(=O)C2COc3ccccc3O2)cc1 (stereo unspecified)	x	0.3%
Brc1ccc(-c2cn3c(n2)SCC3)cc1	-9	0.0%
O=C(Cn1c(=O)oc2ccccc21)Nc1ccccc1N1CCOCC1	10	-1.3%
COCCn1c(C)cc(C(=O)COC(=O)c2ccc(Br)o2)c1C	-7	0.8%
COc1ccccc1NC(=O)C1C2C=CC(O2)C1C(=O)O (stereo unspecified)	x	4.2%
Fc1ccc(C2=CC(c3ccc(Br)o3)n3ncnc3N2)cc1 (stereo unspecified)	x	2.5%
Additional compounds.
SMILES	RmlCD inh 1536	M. tuberculosis GlmU
Cc1cccc(/N=C/c2c(O)[nH]c3ccccc23)n1	7	6.7%
CNC(=O)OCc1cccc(COC(=O)NC)n1	12	-0.2%
CCOC(=O)Nc1ccc(S(=O)(=O)Nc2cc(C)on2)cc1	11	-4.6%
Cc1ccc(-c2cc(C(=O)Nc3ccc(S(=O)(=O)N4CC(C)OC(C)C4)cc3)[nH]n2)c(O)c1 (stereo unspecified)	8	-1.2%
Cc1nnc(N2C(=O)C(O)=C(C(=O)c3ccco3)C2c2ccc(C(C)(C)C)cc2)s1 (stereo unspecified)	x	7.5%
